SENP1 FRET inh: blocks the human SENP1 SUMO protease catalytic domain; 360,000 compounds, 0.21% hits; Q9P0U3; recombinant SENP1 catalytic domain, CyPet-SUMO1-YPet FRET cleavage; inhibition, % at 10 µM;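 active means inhibition at least 30% at 10 µM, raw YFP signal under a set limit, fluorescence ratio 0.5 to 1.5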;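 further: 0% = enzyme with DMSO and 100% = no enzyme wells; some results filed as inactive read as strong as hits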
Target sequence (Q9P0U3 419-644 limits assumed): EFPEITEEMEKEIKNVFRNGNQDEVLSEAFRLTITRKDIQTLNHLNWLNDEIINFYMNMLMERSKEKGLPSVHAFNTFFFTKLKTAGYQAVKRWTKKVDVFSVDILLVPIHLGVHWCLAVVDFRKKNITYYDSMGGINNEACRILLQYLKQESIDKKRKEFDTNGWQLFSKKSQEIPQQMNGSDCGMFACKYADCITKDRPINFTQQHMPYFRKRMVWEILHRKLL
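Assay system: hSENP1 catalytic domain, recombinant. Amount: SENP1 enzyme, 20 pM final. Schedule: 50 min reaction, RT, dark. Technique: FRET, CFP and YFP emission. Control set: no-enzyme wells low, DMSO-plus-enzyme wells high control.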
Active calls of the source: *; & = joins results of further samples. A portion of the library, so the mix of outcomes need not match the whole.

canonical_smiles	SENP1 FRET inh
CCOC(=O)[C@]12Cc3cc(Cl)ccc3[C@H]1N(Cc1ccccc1)C(=O)c1cc(OC)ccc12	-0.8
CCCOc1ccccc1OCC(=O)N1CCN(CC(=O)N2CCOCC2)CC1	-0.7
O=C1NC(=S)NC(=O)C1=Cc1cccn1-c1ccc(O)cc1	0.8
COCOC1CCC2C3CCC4=CC(=O)CCC4=C3C=CC12C (stereo unspecified)	-27.3
CC12CCC(O)CC1CCC1C2CCC2(C)C(C3=CC(=O)OC3)C(O)CC12O (stereo unspecified)	-1.9
S=C(NCCc1ccccc1)N1Cc2ccc(Br)cc2-n2nncc2C1	0.2
COc1ccc(-c2ccc3c(c2)CN(C(=S)NCCc2ccccc2)Cc2cnnn2-3)cc1	5.5
COc1ccc(-n2nnnc2C(CCSC)N2CCC(n3c(=O)[nH]c4ccccc43)CC2)cc1 (stereo unspecified)	0.7
Cc1cccc2nc(-c3ccccc3)c(-c3ccc(CN4CCC(n5c(=O)[nH]c6ccccc65)CC4)cc3)nc12	-1.7
O=C1CC23c4ccccc4N4C(=O)CC5OCC=C6CN1C2CC6C5C43 (stereo unspecified)	-0.6
Cc1cc(Br)cn2c(CC(=O)N3CCCCC3)c(-c3ccc(F)cc3)nc12	1.8
CCOC(=O)[C@]12Cc3cc(N(C)C)ccc3[C@H]1N(Cc1ccccc1)C(=O)c1ccccc12	3.0
CCOC(=O)[C@]12Cc3cc(Cl)ccc3[C@H]1N(C)C(=O)c1cc(OC)ccc12	2.1
CS(=O)(=O)c1ccc(C2=C(CNC(=O)c3nccs3)[C@H]3CC[C@@H](C2)N3Cc2ccco2)cc1	0.0
C=CC1CN2CCC1CC2C(O)c1ccnc2ccccc12 (stereo unspecified)	0.8
O=[N+]([O-])c1ccc(OP(=O)(O)Oc2ccc([N+](=O)[O-])cc2)cc1	-1.1
CC(=NNC(=S)N1CC2CCC(CC2)C1)c1nccs1	2.3
OCC1CN1C1CCCCC1 (stereo unspecified)	0.7
CN1C(=O)NC(=O)C2(CCCC2)C1=O	-0.9
O=C1NCN(c2ccccc2)C12CCN(C(c1cccs1)c1nnnn1C1CCCCC1)CC2 (stereo unspecified)	0.3
Cc1ccc(N)cc1C	-1.3
CCOC(=O)[C@]12Cc3ccccc3[C@H]1N(C1CCCCC1)C(=O)c1cc(OC)ccc12	-2.7
c1ccc(N2[C@@H]3CC[C@H]2c2ccncc2C3)cc1	1.7
O=S(=O)(c1cc(Cl)cc(Cl)c1)N1Cc2cc(-c3cccc(F)c3)ccc2-n2nncc2C1	2.1
CSCCC(c1nnnn1-c1c(C)cccc1C)N1CCC(n2c(=O)[nH]c3ccccc32)CC1 (stereo unspecified)	1.0
COC(=O)C12CCc3cc(OC)ccc3C1=CC(=O)C2 (stereo unspecified)	0.7
O=C1NC(=O)C(C2CCCCCC2)C(=O)N1	1.0
CCOC(=O)[C@]12Cc3c(cc(OC)c(OC)c3OC)[C@H]1N(Cc1ccccc1)C(=O)c1ccccc12	1.8
NC1=NC(=O)N2CC12 (stereo unspecified)	0.1
CCN(CC)c1ccc(/C=N/c2sc3c(c2C#N)C2CCN3CC2)c(O)c1	16.4
COc1ccc(CN2Cc3cnnn3-c3ccccc3C2C#N)cc1 (stereo unspecified)	0.6
CCC1(O)CCC2C3CCC4=CC(=O)CCC4C3CCC21CC (stereo unspecified)	2.0
C[C@]12CCC(=O)C=C1CC[C@@H]1[C@@H]2CC[C@@]2(C)[C@H]1CC[C@]2(C)O	-3.4
CCC1(C)OC(c2ccccc2)=C/C(=C/C=C2C(=O)NC(=O)NC2=O)O1 (stereo unspecified)	-26.5
CCC(C)(O)C(=O)OC1C(=O)OC2CC3C(C)=CC(=O)C(O)C3(C)C3C4(O)OCC23C1C(C)C4O (stereo unspecified)	-1.7
S=P(N1CCOCC1)(N1CC1)N1CC1	0.8
Cn1c(=O)cc(SCC(=O)N2CCC3(CC2)OCCO3)c2ccccc21	0.2
O=C1NCN(c2ccccc2)C12CCN(C(c1nnnn1C1CCCCC1)C1CC1)CC2 (stereo unspecified)	0.4
O=C1NCN(c2ccccc2)C12CCN(C(c1cc3ccccc3o1)c1nnnn1Cc1ccccc1)CC2 (stereo unspecified)	1.1
CC12C=CC(=O)C=C1CCC1C2C(=O)CC2(C)C(=O)CCC12 (stereo unspecified)	-0.5
c1ccc(C(c2ccccc2)c2ccncc2)cc1	-0.8
CN1C(=O)N(C)C(=O)C(NS(=O)(=O)c2ccc(N)cc2)(c2ccccc2)C1=O	3.2
Cc1ccc(OC(=O)N(C)C[C@@H]2OCc3cnnn3CCCC(=O)N([C@H](C)CO)C[C@@H]2C)cc1	-1.3
Cc1ccc(S(=O)(=O)N2Cc3cc(-c4cccc(F)c4)ccc3-n3nncc3C2)cc1	-0.7
COc1ccc(C(=O)O)cc1OC	3.9
O=C(CCc1ccccc1)N1Cc2cc(-c3ccccc3)ccc2-n2nncc2C1	1.5
CC(=O)O/C(=C1\CC2C3CC=C4CC(OC(C)=O)CCC4(C)C3CCC2(C)C1=O)C(F)(F)F (stereo unspecified)	1.1
CC(=O)OC1CC(OC2C(O)CC(OC3C(O)CC(OC4CCC5(C)C(CCC6C5CCC5(C)C(C7=CC(=O)OC7)CCC65O)C4)OC3C)OC2C)OC(C)C1OC1OC(CO)C(O)C(O)C1O (stereo unspecified)	3.1
CC=C(CC)C1(CCC)C(=O)NC(=S)NC1=O	1.7
N#C/C(=C\c1cccc(O)c1)C(=O)O	-0.4
O=C(Cc1cccs1)N1Cc2ccccc2-n2nncc2C1	-87.2
CCC1CN1P(=S)(N1CC1CC)N1CC1CC (stereo unspecified)	-2.1
CC1CN1P(=S)(c1ccccc1)N1CC1C (stereo unspecified)	0.2
COc1cc(C(=O)N2Cc3ccc(Br)cc3-n3nncc3C2)cc(OC)c1OC	0.3
COC(=O)C1=C(C(=O)OC)SC2(S1)C(C(=O)OC)=C(C(=O)OC)Sc1c2ssc1=O	7.8
C[C@H](CO)N1C[C@H](C)[C@@H](CN(C)C(=O)Oc2ccc3ccccc3c2)OCc2cn(nn2)CCCC1=O	0.0
NC(=O)c1c(NC(=O)c2ccc(S(=O)(=O)N(CCCl)CCCl)cc2)sc2c1CCCCC2	-32.6
CC1CN(c2ccccn2)C(C)CN1C(=O)C(O)(c1ccccc1)c1ccccc1 (stereo unspecified)	2.6
CCCCn1nnnc1C(c1cccs1)N1CCC2(CC1)C(=O)NCN2c1ccccc1 (stereo unspecified)	1.0
COc1ccc(C(=O)C2CCCN(CC3CCCCC3)C2)cc1OC (stereo unspecified)	1.6

Part of the list above, with each value named:
> COCOC1CCC2C3CCC4=CC(=O)CCC4=C3C=CC12C (stereo unspecified)
- SENP1 FRET inh: -27.3
> CS(=O)(=O)c1ccc(C2=C(CNC(=O)c3nccs3)[C@H]3CC[C@@H](C2)N3Cc2ccco2)cc1
- SENP1 FRET inh: 0.0
> CC=C(CC)C1(CCC)C(=O)NC(=S)NC1=O
- SENP1 FRET inh: 1.7

More records:
canonical_smiles	SENP1 FRET inh
O=C1NC2C(O)C(O)C(O)C(O)C2c2cc3c(c(O)c21)OCO3 (stereo unspecified)	1.6
C[C@@H]1CN([C@H](C)CO)C(=O)CCCn2nncc2CO[C@H]1CN(C)C(=O)Oc1ccc2ccccc2c1	1.4
O=C1NCN(c2ccccc2)C12CCN(C(c1ccccc1)c1nnnn1Cc1ccccc1)CC2 (stereo unspecified)	0.6
O=P(N1CC1)(N1CC1)N1CCc2ccccc21	2.3
CCOC(=O)[C@]12Cc3c(cc(OC)c(OC)c3OC)[C@H]1N(C(C)C)C(=O)c1cc(OC)ccc12	-0.7
COC1=CC(=O)OC(CCc2ccc3c(c2)OCO3)C1 (stereo unspecified)	-1.4
CO[C@H]1C=CCCC=CC(=O)O[C@H]([C@H](C)C(=O)CCCC2CC(=O)NC(=O)C2)C(C)=C[C@@H](C)[C@@H]1O	1.3
O=C(N1CCCCCC1)N1CC1	1.2
CSCCC(c1nnnn1Cc1ccccc1)N1CCC2(CC1)C(=O)NCN2c1ccccc1 (stereo unspecified)	2.1
N#Cc1ccc2nc(-c3ccc(CN4CCC(n5c(=O)[nH]c6ccccc65)CC4)cc3)c(-c3ccccc3)nc2c1	4.8
Cn1c(=O)oc(=O)c2ccccc21	-26.9
COc1cccc(C)c1NC1=NCCO1	1.2
CNC(=O)Oc1cccc(-c2cn3cc(OC(=O)NC)ccc3n2)c1	-5.7
CC1OC(OC2C(O)CC(OC3C(O)CC(OC4CCC5(C)C(CCC6C5CCC5(C)C(C7=CC(=O)OC7)C(O)CC65O)C4)OC3C)OC2C)CC(O)C1O (stereo unspecified)	-0.3
Cc1ccc(N2C(=O)NC(=O)/C(=C\C=C\c3ccco3)C2=O)cc1C	-44.3
C[C@]12CC[C@H](O)C[C@@H]1CC[C@H]1[C@H]3CCC(=O)[C@@]3(C)CC[C@@H]12	1.3
C[C@]12CCC3C(CC[C@@H]4C[C@@H](O)CC[C@]34C)C1CC[C@@H]2O (stereo partly specified)	7.5
CC1=CC(O)C(O)C2(C)C1CC1OC(=O)C(O)C3C(C)C(O)C4(O)OCC13C42 (stereo unspecified)	0.7
C[C@]12CCC3C(CC[C@H]4C[C@H](O)CC[C@]34C)C1C[C@@H](O)[C@H]2O (stereo partly specified)	1.1
O=C(c1cccs1)N1CCC(C(=O)O)(c2ccccc2)CC1	1.4
Cc1nc2ccccc2c(=O)n1-c1nccs1	-1.7
O=C1c2ccccc2-n2nncc2C2c3cc(Br)ccc3CCN12 (stereo unspecified)	-3.9
COc1ccc(C(CC(C)=O)c2c(O)c3ccccc3oc2=O)cc1OC (stereo unspecified)	3.7
CSCCC(c1nnnn1C1CCCCC1)N1CCC(n2c(=O)[nH]c3ccccc32)CC1 (stereo unspecified)	3.6
Cc1cccc(C)c1-n1nnnc1C(C1CC1)N1CCC(n2c(=O)[nH]c3ccccc32)CC1 (stereo unspecified)	2.3
C[C@@H]1CN([C@@H](C)CO)C(=O)CCCn2nncc2CO[C@@H]1CN(C)C(=O)Oc1cccc2ccccc12	1.6
O=C(O)C(O)(c1ccc(Cl)cc1)C1(O)CCCC1 (stereo unspecified)	1.8
CCC1C(c2cc(OC)c(OC)c(OC)c2)c2cc3c(cc2OC1N1CCCC1)OCO3 (stereo unspecified)	-1.7
Cc1cc(-c2ccc(N)c(C)c2)ccc1N	-0.7
O=C1NC(=O)C2C1C1(Cl)C(Cl)=C(Cl)C2(Cl)C1(Cl)Cl (stereo unspecified)	1.8
Fc1ccccc1CN1Cc2ccccc2-n2nncc2C1	-0.7
O=C1NC(=O)C(CCOc2ccccc2)(CCc2ccccc2)C(=O)N1	7.0
COc1ccc(-n2c(/C=C/c3cccc(F)c3)nc3ccccc3c2=O)c(OC)c1	0.1
c1ccc2[nH]c(CCN3CCCCC3)nc2c1	-3.6
CC(CC(C#N)(c1ccccc1)c1ccccc1)N1CCOCC1 (stereo unspecified)	2.0
CCOC(=O)[C@]12Cc3ccc(C)cc3[C@H]1N(C1CCCCC1)C(=O)c1ccccc12	-0.2
C[C@]1(O)CC[C@H]2[C@@H]3CCC4=CC(=O)CC[C@]4(C)[C@@]3(F)[C@@H](O)C[C@@]21C	-3.2
CC1OC(OC2CC(O)C3(CO)C4C(O)CC5(C)C(C6=CC(=O)OC6)CCC5(O)C4CCC3(O)C2)C(O)C(O)C1O (stereo unspecified)	1.2
Cc1ccc(CN2CCC3CCC(C3)C2)c(O)c1 (stereo unspecified)	-0.3
CC(=O)C1CCC2C3C(N4CC4)CC4=CC(=O)CCC4(C)C3CCC12C (stereo unspecified)	-60.5
CCCCCCCCCCOC(=O)CCN1CC1	1.1
CS(=O)(=O)CCN1CC2CCCC(C2)C1	-1.7
CCOC(=O)c1cccc(C2=C(CNC(=O)c3ccc([N+](=O)[O-])cc3)[C@H]3CC[C@@H](C2)N3Cc2ccccc2)c1	0.1
CCCCC1(CCC)C(=O)NC(=S)NC1=O	-1.0
Cc1c(P(=S)(c2ccccc2)c2ccccc2)[n+]2ccccc2n1C	-0.3&0.9
CCCC1(CC(C)C)C(=O)NC(=S)NC1=O	-2.9
O=C(NCC1=C(c2ccc3ccccc3c2)C[C@@H]2CC[C@H]1N2Cc1ccco1)c1cccnc1	-0.4
O=c1[nH]c2ccccc2n1C1CCN(Cc2ccc(-c3nc4ccc(F)cc4nc3-c3ccccc3)cc2)CC1	1.7
CC(NC(=O)N1CC1(C)C)c1ccccc1 (stereo unspecified)	4.6
CS(=O)(=O)c1ccc(C2=C(CNC(=O)c3cccnc3)[C@H]3CC[C@@H](C2)N3Cc2ccccc2)cc1	0.0
Cc1nnc2ccc(N3CCN(C)CC3)nn12	-1.8
Cc1ccc(N)cc1Cl	0.6
COC1C(O)C(C)OC(OC2C(Oc3cccc4c(O)c5c(=O)oc6ccc(C)c7c(=O)oc(c34)c5c67)OC(C)C(O)C2O)C1O (stereo unspecified)	-33.5
COc1cc2oc(=O)c(CC(=O)N3C[C@H]4C[C@@H](C3)c3cccc(=O)n3C4)c(C)c2cc1Cl	-3.5
